Screens (PubChem)
mcGAS inh: cyclic GMP-AMP synthase inhibitors, mouse, primary biochemical chemiluminescence; Q8C6L5; recombinant cGAS, Kinase-Glo ATP depletion luminescence; inhibition, % at 12.5 µM; hit rate 0.15% among 160,000;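 further: 0% = negative control wells and 100% = reference inhibitor with no enzyme activity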
NPYLR7 agonist: agonists of mosquito NPYLR7 receptor, primary screen, cell-based, Aedes aegypti, calcium fluorescence, mosquito biting behavior; Aedes aegypti neuropeptide Y-like receptor 7 (NPYLR7); HEK293T NPYLR7/Galpha15, GCaMP6s calcium fluorescence; activation, % at 10 µM; hit rate 0.15% among 270,000; AID 1259423, 2018; in the data active means activation above about 40%;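 further: 0% = vehicle and 100% = reference agonist at the receptor; some compounds past the cut are filed as inactive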
hcGAS inh: Primary biochemical luminescence assay for human cyclic GMP-AMP synthase inhibitors; recombinant h-cGAS, ATP depletion, Kinase-Glo luminescence; Q8N884; hit rate 0.081% among 290,000; inhibition, % at 12.5 µM;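 further: 0% = vehicle reaction and 100% = reaction without DNA for no activity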
Target sequence (Q8N884 whole entry, looked up): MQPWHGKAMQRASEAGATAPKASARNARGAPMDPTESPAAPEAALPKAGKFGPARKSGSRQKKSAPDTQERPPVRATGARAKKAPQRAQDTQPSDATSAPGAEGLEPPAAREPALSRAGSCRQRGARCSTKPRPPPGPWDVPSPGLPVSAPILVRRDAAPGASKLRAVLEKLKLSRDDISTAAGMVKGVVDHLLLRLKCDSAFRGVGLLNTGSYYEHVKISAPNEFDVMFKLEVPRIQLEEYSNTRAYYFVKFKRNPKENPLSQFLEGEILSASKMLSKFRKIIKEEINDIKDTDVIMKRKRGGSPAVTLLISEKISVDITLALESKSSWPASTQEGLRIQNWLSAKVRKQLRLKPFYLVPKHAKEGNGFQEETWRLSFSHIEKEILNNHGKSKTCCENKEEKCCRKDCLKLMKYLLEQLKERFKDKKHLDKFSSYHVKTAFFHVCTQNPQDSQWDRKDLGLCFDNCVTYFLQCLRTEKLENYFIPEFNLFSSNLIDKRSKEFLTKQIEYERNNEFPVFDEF
* marks the source's active call; other numbers are inactive results; / = no result given. Unless noted, no stated cut-off is given here; in the data, active means inhibition above about 40%; inactive means the rest. Not a hit list; 0.29% or so of the library scored in one or more.

Second line of a record – mcGAS inh | NPYLR7 agonist | hcGAS inh
> CNC(=O)[C@@H]1C[C@@H](N)CN1Cc1c(F)ccc(C)c1Cl
→ / | 36 | -9
> O=C1OC(c2cccc3ccccc23)=N/C1=C\c1cccnc1
→ -5 | -3 | -6
> COc1ccc(CCn2c(-c3cccc(OCc4ccccc4)c3)nc3ccccc3c2=O)cc1
→ -6 | 2 | -5
> COc1ccc(CN(CC(C)C)C(=O)c2ccc(Br)cc2)cc1OS(=O)(=O)c1cccc(C(F)(F)F)c1
→ -3 | -4 | -2
> Cc1ccc(-n2cc(-c3ccccc3)c3c(NCCOCCO)ncnc32)cc1
→ -1 | 0 | 2
> Cc1n[nH]c(C)c1CCCNC(=O)c1cc(=O)[nH]c2ccccc12
→ -19 | 24 | -7
> CC(C)(C)c1ccc(C(=O)N2CCN(Cc3ccccc3)CC2)cc1
→ / | 2 | 3
> c1cc(-c2ccc(-c3nccn3Cc3ccc4c(c3)OCO4)o2)[nH]n1
→ -11 | 8 | -8
> COc1cccc(C2c3nc[nH]c3CCN2Cc2cc(C(C)(C)C)n[nH]2)c1 (stereo unspecified)
→ / | -5 | 5
> CC1CCN(C(=O)NCc2cccc(NC(=O)c3ccco3)c2)C1 (stereo unspecified)
→ / | -6 | 1
> COc1ccc(-c2cc(-c3ccc(OC)cc3)c(C#N)c(SCC#N)n2)cc1
→ -6 | 13 | -6
> COCC(=O)N1CCN(c2nc(-c3ccccc3)nc(COC)c2Cc2cccc(C)c2)CC1
→ -6 | 3 | -3
> COc1cc(OC)cc(C(=O)N2CCN(c3nc4cc(C)c(C)cc4nc3-c3ccccc3)CC2)c1
→ -6 | 7 | -2
> Cc1nc(-c2cccnc2)sc1-c1ccc(SCC(=O)Nc2ccc(F)cc2)nn1
→ / | 4 | -1
> CC12CC3CC(C)(C1)CC(CC(=O)NNC(N)=O)(C3)C2
→ -6 | 8 | -3

By substructure, the entries above with an NH in an aromatic ring (3)
Second line of a record – mcGAS inh | NPYLR7 agonist | hcGAS inh
> Cc1n[nH]c(C)c1CCCNC(=O)c1cc(=O)[nH]c2ccccc12
→ -19 | 24 | -7
> c1cc(-c2ccc(-c3nccn3Cc3ccc4c(c3)OCO4)o2)[nH]n1
→ -11 | 8 | -8
> COc1cccc(C2c3nc[nH]c3CCN2Cc2cc(C(C)(C)C)n[nH]2)c1 (stereo unspecified)
→ / | -5 | 5

Entries of single compounds from above. Values in the order: mcGAS inh | NPYLR7 agonist | hcGAS inh
`Cc1nc(-c2cccnc2)sc1-c1ccc(SCC(=O)Nc2ccc(F)cc2)nn1` is entered as / | 4 | -1
`O=C1OC(c2cccc3ccccc23)=N/C1=C\c1cccnc1` is entered as -5 | -3 | -6
`COc1cc(OC)cc(C(=O)N2CCN(c3nc4cc(C)c(C)cc4nc3-c3ccccc3)CC2)c1` is entered as -6 | 7 | -2

(further entries)
Second line of a record – mcGAS inh | NPYLR7 agonist | hcGAS inh
> Cc1ccc(C(=O)NCC(=O)Nc2ccc(N3CCCCC3)cc2)cc1
→ / | 7 | -7
> COc1ccc(CN(CCc2c[nH]c3ccccc23)C(=O)CN(C(=O)C2CC2)C(C)C)cc1OC
→ -6 | 14 | -3
> O=C(Nc1cnc2n1CCCC2)c1ccc(CN2CCCC2)o1
→ / | 1 | 1
> FC(F)Oc1ccc(CNC23CC4CC(CC(C4)C2)C3)cc1
→ / | 0 | -2
> Cn1cc(C(=O)N2CCOCC2)cc(NC(=O)C2CCCCC2)c1=O
→ -7 | 0 | -4
> NC(=O)CN(Cc1ccccc1Cl)S(=O)(=O)c1cccc(C(F)(F)F)c1
→ 2 | 2 | 5
> CCCCCCOc1ccc(C(=O)Nc2nnc(SCC)s2)cc1
→ -7 | -7 | -6
> O=C(Cn1c(=O)oc2ccccc21)Nn1cnc2ccccc2c1=O
→ / | 2 | -4
> NC(=O)c1c(NC(=O)CSc2nnc(C3CC3)n2C2CC2)sc2c1CCCC2
→ -3 | 0 | 1
> COCCCNCc1nc2scc(-c3cccc(OC)c3)c2c(=O)[nH]1
→ 3 | -13 | 2
> O=C(NCc1ccccc1Cl)c1ccc2sc([C@H]3C[C@H](O)[C@@H](CO)O3)nc2c1
→ -5 | 3 | -2
> Cc1c(C(=O)N2CCN(c3ncnc4c3cnn4C)CC2)[nH]c2c1C(=O)CCC2
→ / | 0 | -7
> Cc1ccc(NC(=O)CC(=O)N(C)Cc2ncccc2C)cc1
→ -9 | -1 | -2
> CC[n+]1c(C)cc(Cl)c2ccccc21
→ -5 | 1 | -7
> CCc1nnsc1C(=O)N1C[C@@H](NC(=O)N(C)C)[C@H](C(C)C)C1
→ -7 | / | -17
> C#CCN(CC#CC)C(=O)NC1CCCCC1
→ -17 | -3 | -9
> CC(C)(O)C#Cc1ccc(CN2CC[C@@H](c3ccc(F)cc3)[C@H](O)C2)s1
→ -13 | 3 | -1
> CCCCN(CC(=O)Nc1cc(C(C)(C)C)nn1-c1ccc(C)cc1)C(=O)Nc1c(Cl)cccc1Cl
→ -5 | 12 | -10
> Cc1[nH]c(=O)n(C)c(=O)c1CCC(=O)Nc1ccc(Cl)c(C(F)(F)F)c1
→ -5 | -5 | -1
> O=C(NC1CCS(=O)(=O)C1)c1ccc(C2CCCCC2)cc1 (stereo unspecified)
→ / | -2 | -7
> Cc1cccc(NC(=O)c2cc(S(N)(=O)=O)ccc2F)c1
→ / | -2 | -6
> CCOn1c(=O)c(=O)n(OCC)c2ccccc21
→ / | 4 | -7
> COc1ccc(NC(=O)C2CCN(S(=O)(=O)c3ccc(Cl)s3)CC2)c([N+](=O)[O-])c1
→ -1 | -8 | 1
> C=c1ccc2c3c1=C(O)C(=O)N3C(C)(C)C=C2C
→ -5 | -2 | -11
> Cc1ccc(C(=O)c2ccccc2C(=O)N2CCn3cncc3C2)cc1
→ / | 9 | -8
> Cn1nc(C(=O)N2CCCC(Nc3ccc4c(c3)OCCO4)C2)ccc1=O (stereo unspecified)
→ / | 1 | -4
> CCCCc1ccc(N2C(=NC(=O)CCC(=O)O)SC3CS(=O)(=O)CC32)cc1 (stereo unspecified)
→ -8 | -8 | -7
> O[C@@H]1CN(c2ccc(-c3ccccc3)nn2)CC[C@H]1c1ccc2c(c1)OCO2
→ -14 | 10 | -7
> CCNc1nn(CC(=O)Nc2cc(C)ccc2OC)c(N)c1-c1nc(-c2ccc(Cl)cc2)no1
→ -7 | / | -4
> CCOc1ccc2nc(SC(F)F)[nH]c2c1
→ / | 5 | -8
> O=C(COCc1ccccc1)NCC1CCN(c2nc(Cc3ccc(Cl)cc3)ns2)CC1
→ -5 | 15 | -3
> N#CC(=C(O)c1ccc(Oc2ccccc2)cc1)c1nc2ccccc2[nH]1
→ / | -8 | 2
> Cc1ccccc1-n1c(-c2ccc(Cl)cc2)cc(C(=O)NCCN2CCOCC2)c1C
→ -6 | -2 | -6
> O=C(Cn1c(CO)cnc1SCc1ccccc1)NC1CCCC1
→ / | 6 | -5
> COc1ccc(OC)c(C(O)c2nccn2C)c1 (stereo unspecified)
→ / | 3 | -8
> C=Cc1ccc(COC(=O)c2nnn(-c3cccc(F)c3)c2C)cc1
→ -7 | / | -2
> COc1ccc(CN2CCNC(=O)C2CC(=O)NCCc2nc(C)c3c(n2)CCC3)cc1C (stereo unspecified)
→ / | 7 | -2
> CCN(CC)C(=O)Oc1ccc2c(ccn2Cc2ccc(OC(F)(F)F)c(Cl)c2)c1-c1cc(C)cc(C)c1
→ 0 | 5 | 3
> COC(=O)c1sccc1NC(=O)CCN1CCCC1c1ccccn1 (stereo unspecified)
→ / | 2 | 2
> CC(Sc1ccccc1C(=O)O)C(=O)Nc1ccc(N(C)C)cc1 (stereo unspecified)
→ / | 6 | -6
> CCC(C)N(Cc1csc(COc2ccccc2C)n1)C(=O)c1ccco1 (stereo unspecified)
→ -5 | 14 | -5
> Cn1c(=CC(=O)C(C)(C)C)s/c(=C/c2cn[nH]c2C(C)(C)C)c1=O
→ / | -7 | -14
> COc1cccc(CN(C)C(=O)CCc2nc3sc4c(c3c(=O)[nH]2)CCC4)c1OC
→ / | 5 | -4
> CCOC(=O)[C@@H]1CCCC[C@@H]1NC(=O)C1CCCN(Cc2cccnc2OCC)C1 (stereo partly specified)
→ 0 | 1 | 1
> Cc1nn(Cc2noc(C(=O)NCCC34CC5CC(CC(C5)C3)C4)n2)c(C)c1Br
→ -3 | / | -5
> CSc1ccc(CN2CCC2(C)C(=O)Nc2cccc(NS(C)(=O)=O)c2)cc1 (stereo unspecified)
→ / | 3 | -7
> O=C(c1ccc2c(c1)OCO2)N1CCN(c2nccc(-c3ccco3)n2)CC1
→ -1 | -10 | -3
> N#Cc1ccc(C=NNC(=O)c2cccc(S(=O)(=O)N3CCCCC3)c2)cc1
→ -4 | -5 | 0
> Cc1nn(C)c(C)c1NC(=O)CN(C)Cc1ccsc1
→ / | 9 | -3
> COc1ccc(-n2nc(-c3cccs3)cc2C(=O)NCc2cccc(C(F)(F)F)c2)cc1
→ -6 | 1 | -8
> Cc1ccc(NC(=O)N2CCN(CCS(C)=O)CC2)cc1Cl (stereo unspecified)
→ / | -20 | 2
> COC(=O)c1sc2c(c1N)CCC(C(C)(C)C)C2 (stereo unspecified)
→ / | -2 | -2
> Oc1ccc2oc3c(c2c1CN1CCN(c2ccccc2)CC1)CCCC3
→ / | 0 | 5
> C[N+]([O-])=Cc1ccc(F)cc1
→ / | 1 | -5
> CCOCCn1ccc2c(NC(=O)c3ccccc3OC)c(OC(=O)N(CC)CC)ccc21
→ 2 | 31 | 3
> CCOC(=O)c1nc2cc(Cl)c(Cl)cc2nc1N1CCCN(S(=O)(=O)c2ccc(OC)cc2)CC1
→ -4 | 12 | -11
> COc1cc2c(cc1OC)C(=O)NCC(C)(C)O2
→ / | 24 | 6
> CCC(C(=O)NCc1cccc(-c2ncc(-c3cccc(OC)c3)[nH]2)c1)c1ccccc1 (stereo unspecified)
→ -7 | 24 | -9
> CCCC(Sc1nnc(-c2ccco2)n1-c1cccc(Cl)c1)C(=O)OCC (stereo unspecified)
→ -2 | / | -2
> CCOC(=O)N1CCN(C(=O)c2ccc(Oc3nc(Cc4ccc(F)cc4)ns3)c(OC)c2)CC1
→ 2 | 3 | 5

(listing goes on)
Second line of a record – mcGAS inh | NPYLR7 agonist | hcGAS inh
> O=C(COc1ccc(F)c(Cl)c1)Nn1cnc2ccccc2c1=O
→ / | 1 | -13
> FC(F)(F)c1nnc2c3ccccc3c(-n3cnc4ccccc43)nn12
→ / | 1 | -7
> CCn1c(C2CCN(Cc3cccn3-c3cccnc3)CC2)n[nH]c1=O
→ -13 | 0 | 0
> CC(c1ccc(F)cc1)N(C)Cc1nc2ccsc2c(=O)[nH]1 (stereo unspecified)
→ / | 11 | -8
> Cc1ccc(C)n1-c1sccc1C(=O)NC1CCCNC1=O (stereo unspecified)
→ / | 3 | -5
> CC(c1nncn1C)n1cc(-c2ccc3c(c2)Cc2ccccc2-3)nn1 (stereo unspecified)
→ / | 0 | 1
> COCCN(Cc1cccc(OS(C)(=O)=O)c1)C(=O)Nc1cccc(Br)c1
→ -5 | -2 | 9
> COc1ccc(CCc2nnc(CCC(=O)N3CCN(C)C(c4ccccc4)C3)o2)cc1 (stereo unspecified)
→ / | -4 | 5
> Nc1nc(-c2ccncc2)cs1
→ / | 8 | 4
> Cc1ccccc1-n1c(SCc2ccc(C(=O)NCc3cccc(C(F)(F)F)c3)cc2)nnc1-c1ccncc1
→ -6 | 19 | -1
> CCOc1ccc(/C=C/C(=O)SCc2ccco2)cc1
→ / | 2 | -2
> O=c1c2cnc3ncnn3c2ccn1Nc1nc2ccccc2[nH]1
→ / | 4 | -9
> Cc1nnc(NC(=O)[C@H]2CCCCN2C(=O)OC(C)(C)C)s1
→ / | 6 | -5
> CCC(=O)N1CCSC1c1cc(OC)ccc1OC (stereo unspecified)
→ -7 | 12 | -12
> CC#CC(=O)N1CCC(C(=O)Nc2ccc(Oc3ccccc3)nc2)CC1
→ / | -1 | -3

Single entries from the results shown.
hcGAS inh, COCCN(Cc1cccc(OS(C)(=O)=O)c1)C(=O)Nc1cccc(Br)c1 → 9
hcGAS inh, CCn1c(C2CCN(Cc3cccn3-c3cccnc3)CC2)n[nH]c1=O → 0

Other compounds:
Second line of a record – mcGAS inh | NPYLR7 agonist | hcGAS inh
> Cc1ccc2c(C)c(C(=O)NCCc3nc(C)cc(=O)[nH]3)oc2c1
→ / | 22 | -1
> COc1ccc(C23CC4CC(CC(C4)C2)C3)cc1
→ -2 | -6 | -3
> Cc1cc(C(=O)N2CC(c3noc(CC(C)C)n3)C3(CCCC3)C2)nn1C (stereo unspecified)
→ -2 | / | -5
> O=C(c1cccc(C(F)(F)F)c1)N1CCCC(OCc2ccc(F)cc2)C1 (stereo unspecified)
→ -3 | 0 | -1
> CCOC(=O)C1(Cc2ccc(F)cc2F)CCCN(Cc2cccn2-c2ncccn2)C1 (stereo unspecified)
→ -8 | 1 | -4
> Clc1ccc(Cl)c(CNC2(c3nccs3)CCCC2)c1
→ -7 | 5 | -13
> CN(Cc1n[nH]c2c1CCCCC2)C(=O)C1CC(=O)N(C2CC2)C1 (stereo unspecified)
→ 4 | / | -1
> Cc1cc(C)cc(NC(=O)CSc2nc(=O)n3cccc(C)c3n2)c1
→ / | 1 | -7
> CCCn1ccnc1SCC(=O)Nc1ccc(N2CCOCC2)cc1
→ -7 | 1 | -6
> CCOCC(=O)N[C@@H]1CC[C@H](C(=O)N(CC)Cc2noc(C)n2)C1
→ -3 | / | -7
> CC(=O)N1CCN(C(=O)CNc2ccc(Cl)c(Cl)c2)CC1
→ / | -1 | -10
> CC1CCc2noc(N)c2C1 (stereo unspecified)
→ / | -5 | -3
